Source: PubChem (several laboratories)
M4 antag: CHRM4 antagonism in calcium assay | CHO-hM4 cells, ACh EC80, Fluo-8 calcium fluorescence | P08173 | inhibition, % at 3 µM | 360,000 compounds, 0.73% hits;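 active = inhibition above its plate's cutoff, the mean inhibition of sample wells plus 3 SD, cut at about 27% in these data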;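 note: 0% = acetylcholine EC80 with DMSO and 100% = DMSO without agonist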
Target sequence (P08173 whole entry, looked up): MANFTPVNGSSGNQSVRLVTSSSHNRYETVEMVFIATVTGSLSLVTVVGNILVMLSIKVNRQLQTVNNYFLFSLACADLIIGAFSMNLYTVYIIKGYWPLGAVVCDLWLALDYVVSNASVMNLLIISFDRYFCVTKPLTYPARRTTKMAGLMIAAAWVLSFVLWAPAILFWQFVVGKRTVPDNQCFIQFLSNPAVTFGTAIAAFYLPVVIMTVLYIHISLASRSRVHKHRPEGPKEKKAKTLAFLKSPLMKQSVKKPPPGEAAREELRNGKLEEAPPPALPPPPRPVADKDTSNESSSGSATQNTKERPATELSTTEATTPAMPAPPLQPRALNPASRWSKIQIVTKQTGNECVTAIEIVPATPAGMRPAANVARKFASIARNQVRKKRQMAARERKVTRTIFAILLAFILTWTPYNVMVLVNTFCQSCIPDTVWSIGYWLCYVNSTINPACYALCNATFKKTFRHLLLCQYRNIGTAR
M5 PAM: potentiates acetylcholine response at human M5 receptor; P08912; CHO-K1 hM5, Fluo-8 calcium, ACh EC20 PAM; 0% = ACh EC20, 100% = ACh EC100; activation, % at 3 µM; 360,000 compounds, 0.3% hits; AID 624038;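 active = activation above the run cutoff, the mean activation of all test compounds plus 3 SD, cut at about 18% in these data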
Target sequence (P08912 whole entry, looked up): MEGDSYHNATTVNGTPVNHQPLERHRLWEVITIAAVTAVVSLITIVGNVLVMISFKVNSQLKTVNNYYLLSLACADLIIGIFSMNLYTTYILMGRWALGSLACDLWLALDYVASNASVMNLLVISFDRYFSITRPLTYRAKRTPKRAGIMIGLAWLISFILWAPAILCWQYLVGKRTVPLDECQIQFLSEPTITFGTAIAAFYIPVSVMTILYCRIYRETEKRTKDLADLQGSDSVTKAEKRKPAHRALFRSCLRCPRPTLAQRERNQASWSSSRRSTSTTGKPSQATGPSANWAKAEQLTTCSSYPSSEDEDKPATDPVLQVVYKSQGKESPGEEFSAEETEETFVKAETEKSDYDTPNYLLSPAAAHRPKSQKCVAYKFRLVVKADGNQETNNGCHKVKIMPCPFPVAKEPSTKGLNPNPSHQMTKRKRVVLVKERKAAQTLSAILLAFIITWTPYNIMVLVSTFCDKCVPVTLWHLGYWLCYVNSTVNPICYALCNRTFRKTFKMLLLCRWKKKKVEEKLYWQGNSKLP
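System: CHO-K1 hM5 cells. Reagent: acetylcholine, EC20 level. Compound dosing: single dose, 3 µM nominal final test concentration. Timing: Post-acetylcholine fluorescence recording 140 s. Detection: Fluo-8 calcium fluorescence. Read-out: % activation, ACh-normalized. Benchmarks: ACh EC20 and EC100 wells. Repeats: singlicate, one well per test compound.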
M5 antag: CHRM5 antagonism in calcium assay; P08912; CHO-hM5 cells, Fluo-8 calcium fluorescence, ACh EC80; inhibition, % at 3 µM; 360,000 compounds, 0.59% hits;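 active = inhibition above a per-plate cutoff, the mean of that plate's test compounds plus 3 SD, cut at about 27% in these data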;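 note: 0% = acetylcholine EC80 with DMSO and 100% = DMSO without agonist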
CHRM5 agonist: CHRM5 agonism in calcium assay; activation, % at 3 µM; 360,000 compounds, 0.19% hits; CHO-K1 hM5 cells, Fluo-8 calcium fluorescence; 0% DMSO wells, 100% maximal acetylcholine response;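 active = activation above the run's mean over test compounds plus 3 SD, cut at about 23% in these data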;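 note: signal is peak over basal fluorescence ratio across the kinetic read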
CRFBP-R2 agonist: CRF-BP/CRF-R2 complex agonism; 350,000 compounds, 0.46% hits; HEK293 CRF-R2/CRF-BP, calcium dye fluorescence (FLIPR); percent of saturating CRF peptide response; activation, % at 13.2 µM;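 active = activation of at least 50%, plus an integration ratio under a set limit after plate pattern correction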;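 note: plate controls were neutral control wells without compound for no effect and CRF at EC100 for full effect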
CHRM4 PAM: CHRM4 positive allosteric modulation | activation, % at 3 µM | CHO-K1 hM4/Gqi5, Fluo-8 calcium fluorescence, ACh EC20; 0% = ACh EC20, 100% = maximal ACh | P08173 | 360,000 compounds, 0.4% hits | AID 624126;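 active = activation above its plate's cutoff, the mean activation of sample wells plus 3 SD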; note: some results filed as inactive read as strong as hits
CHRM4 agonist: CHRM4 agonism in calcium assay; CHO-K1 hM4/Gqi5, Fluo-8 calcium fluorescence; vehicle 0%, full acetylcholine response 100%; AID 624127; 360,000 compounds, 0.14% hits; activation, % at 3 µM;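 active = activation above the run mean over all test wells plus 3 SD, cut at about 32% in these data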;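 note: peak over basal fluorescence ratio per well then scaled between controls; 0% = DMSO wells and 100% = acetylcholine at EC100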
CHRM1 PAM: positive allosteric modulators of human M1 muscarinic receptor; activation, % at 3 µM; CHO-K1 hM1, Fluo-8 calcium fluorescence, ACh EC20; 0% = ACh EC20, 100% = maximal ACh; 360,000 compounds, 0.088% hits; in the data active = activation above about 19%, passing the limit was not always enough
CRFBP-R2 block: CRF-BP/CRF-R2 complex antagonism. AID 588475. HEK293 CRF-R2/CRF-BP, CRF-induced calcium fluorescence. inhibition, % at 11.8 µM. 350,000 compounds, 0.59% hits;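 active = inhibition of the ligand-induced calcium signal above about 50% at the single tested concentration, limit read from the data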
An asterisk follows results filed as active; x = no result given.

nr | molecule | M4 antag | M5 PAM | M5 antag | CHRM5 agonist | CRFBP-R2 agonist | CHRM4 PAM | CHRM4 agonist | CHRM1 PAM | CRFBP-R2 block
1 | O=C(O)c1cccc(Nc2ncnc3ccccc23)c1 | -1 | -2 | 3 | 2 | 3.7 | 14 | 0 | 13 | 29
2 | CCCCN(C(=O)CCCc1nc2ccccc2c(=O)[nH]1)c1c(N)n(CCCC)c(=O)[nH]c1=O | -4 | -2 | 8 | -2 | -0.4 | 0 | 1 | 9 | -3
3 | COc1cc(C)c(NC(=S)Nc2cccc(Cl)c2C)cc1OC | 3 | 2 | -1 | 1 | -3.5 | 6 | 0 | 11 | 8
4 | Cc1ccc(S(=O)(=O)NC(CC(=O)N2CCc3ccccc32)c2ccco2)cc1 (stereo not drawn) | 2 | -2 | 7 | 0 | 3.2 | -4 | 3 | 3 | 15
5 | Cc1cc(=O)n2nc(N3CCCC(C(=O)NC(C)c4ccccc4)C3)sc2n1 (stereo not drawn) | -3 | 11 | -2 | -15 | -1.1 | 8 | 1 | 9 | 0
6 | C/C(=N\O)C(C)(C)Nc1cccc(F)c1 | 2 | 3 | -1 | -4 | -0.8 | -9 | 0 | 9 | -7
7 | C=CCNC(=S)NC(=O)c1csc([N+](=O)[O-])c1 | -9 | 11 | -3 | -1 | -0.6 | 13 | 1 | 14 | 0
8 | Cn1c(=O)c2cc(S(=O)(=O)N3CCOCC3)ccc2n(C)c1=O | -15 | 4 | -5 | -1 | -1.3 | 8 | 1 | 5 | -12
9 | COCCSc1nnc(NS(=O)(=O)Cc2ccccc2)s1 | -3 | 7 | 3 | 1 | -0.5 | 3 | 0 | -9 | -1
10 | CC(C)NC(=O)NC(=O)COc1cccc2c1OC(C)(C)C2 | 5 | -3 | -2 | -1 | -1.4 | 2 | 1 | -1 | 29
11 | Cc1ccc(S(=O)(=O)N(CC(=O)NC2CC3CCC2C3)c2ccccc2)cc1 (stereo not drawn) | -6 | 1 | -1 | -1 | -0.8 | -2 | 0 | -3 | 6
12 | O=C1c2ccccc2C(=O)N1CC1c2ccccc2CCN1S(=O)(=O)c1ccccc1 (stereo not drawn) | -7 | 3 | -7 | -4 | 1.9 | -2 | 2 | 9 | -8
13 | Cc1cccc(NC(=S)NC(=O)c2ccc(Br)o2)c1 | 1 | 10 | 0 | -3 | -2.6 | -2 | -1 | -6 | -21
14 | O=C(NCc1ccccc1C(F)(F)F)C1CC(c2ccccc2C(F)(F)F)=NO1 (stereo not drawn) | -10 | 5 | 1 | -3 | 3.3 | 13 | 1 | 9 | -14
15 | CCCCn1cnc2c1c(=O)n(C)c(=O)n2C | 8 | -4 | 4 | 0 | -2.3 | 0 | 0 | 3 | 4
16 | CCN(CC(=O)Nc1c(F)cccc1F)C(=O)CCOc1ccccc1 | -7 | 4 | 3 | -3 | 0.2 | 11 | 1 | 18 | -6
17 | Cc1cccn2c(NC(=O)c3cccs3)c(-c3ccccc3)nc12 | 6 | -2 | -2 | 0 | -3.1 | -6 | 1 | 3 | 2
18 | CCc1nnc(NC(=O)CCC(=O)N2CCN(S(=O)(=O)c3cc(Cl)ccc3OC)CC2)s1 | -23 | -2 | -13 | -5 | 0.9 | 9 | 3 | 3 | 6
19 | Cc1cc2cc(CCNC(=O)c3ccc(S(=O)(=O)N4CCOCC4)cc3)c(=O)[nH]c2cc1C | -7 | 2 | 7 | 0 | -0.7 | -2 | 5 | 2 | 29
20 | COC(=O)c1cc(NC(=O)CN(c2ccc3c(c2)OCO3)S(C)(=O)=O)ccc1Cl | 4 | -1 | 3 | -3 | -1.3 | -4 | 4 | 4 | -16
21 | C=CCNC(=O)NC(=S)c1ccccc1 | 1 | -12 | 2 | 1 | -0.3 | 1 | 2 | -5 | 0
22 | CN(C)C(C)(C)C#CCCCCC#CC(C)(C)N(C)C | 12 | 0 | 7 | -1 | 0.2 | 3 | 1 | 10 | -2
23 | CC(=O)N1N=C(c2ccc(Br)cc2)OC1(C)CC(=O)Nc1ccccc1 (stereo not drawn) | -5 | -6 | 5 | -6 | -0.9 | 8 | 1 | 7 | -8
24 | Cc1cccc(C2NS(=O)(=O)N=C2N)c1 (stereo not drawn) | 3 | 3 | -7 | 2 | 1.2 | 2 | 0 | 10 | 17
25 | CN(c1ccc(F)cc1)S(=O)(=O)c1ccc(Cl)c(C(=O)NCC2CCCO2)c1 (stereo not drawn) | 3 | 1 | 2 | 4 | 0.3 | 0 | 1 | 5 | 11
26 | COc1ccc(NC(=O)Cc2nnc(SCC(=O)Nc3cc(C)ccc3OC)n2C)cc1 | -5 | -7 | -1 | -2 | -1.5 | 8 | 1 | 1 | -17
27 | CCOc1ccccc1NC(=O)COn1nnc2ccc(Cl)cc21 | -15 | -6 | 1 | -5 | -0.2 | 2 | 3 | 5 | -2
28 | COc1ccc(C(CNC(=O)c2cccc(S(=O)(=O)N(C)c3ccccc3)c2)N2CCCC2)cc1 (stereo not drawn) | 2 | 3 | -1 | -9 | 0.4 | -7 | 4 | -9 | -1
29 | CCCOc1ccc(C(=O)NCc2ccco2)cc1 | 1 | -2 | 1 | -2 | 0.1 | -1 | 1 | 2 | 3
30 | CCCCCCCCSc1nnc(/N=C/N(C)C)s1 | -6 | 1 | 4 | -1 | 0.6 | -2 | 8 | 4 | 0
31 | CN(CCO)C(=O)c1nc[nH]c1C(=O)N(C)Cc1ccccc1 | -23 | 7 | -8 | -1 | x | 11 | 0 | 6 | x
32 | [O-][n+]1cc(Cl)cc(Cl)c1 | -2 | 1 | -8 | 1 | x | 3 | 0 | -1 | x
33 | CC(=O)O/N=C/c1c(C)c(C=O)n2ccccc12 | -5 | 0 | 7 | -1 | 0.6 | 8 | 0 | 14 | 10
34 | CC(C)(C)C1COc2ccccc2N1C(=O)c1cccc(Cl)c1 (stereo not drawn) | 1 | -1 | 5 | -2 | 1.4 | -1 | 0 | -1 | -28
35 | O=C(Nc1ccc(-c2nc3ncccc3o2)cc1)c1ccco1 | -9 | -4 | -2 | 3 | 3.7 | 1 | 3 | 7 | -34
36 | Cc1ccc(C)c(CNS(=O)(=O)c2c(C)[nH]c(C)c2C(=O)N2CCCCC2)c1 | 2 | 19* | -18 | 1 | -1.8 | 14 | 1 | 7 | -28
37 | O=C(O)C[C@]1(C(=O)Nc2ccc(F)cc2)CC(/C=C/c2ccccc2)=NO1 | -4 | 5 | -1 | 0 | -0.9 | -1 | 1 | 8 | 8
38 | CCOc1ccc(Nc2nc(Cc3nnc(SCC(=O)c4ccc(C)c(C)c4)o3)cs2)cc1 | 12 | -7 | 10 | 4 | -1.7 | -14 | 5 | -13 | -32
39 | Cc1cccc(C)c1NC(=O)c1cc(S(=O)(=O)N2CCOCC2)cn1C | 2 | 0 | 2 | 0 | -2.4 | -3 | 0 | 0 | -3
40 | O=C(NCCOc1ccccc1)c1ccccc1SCC(=O)N1CCCC1 | 7 | 6 | 1 | 2 | 0.5 | -1 | 2 | 7 | -5
41 | CCOC(=O)c1c(C)oc2c1c(C=NCc1ccccn1)c(O)c1ccccc12 | 4 | 1 | -2 | 1 | 13 | -2 | 4 | -1 | -35
42 | O=C(Nc1ccccc1F)c1ccc(COc2ccc(Cl)cc2Cl)o1 | -4 | -6 | -6 | -3 | 0.5 | -14 | -1 | -1 | -2
43 | Cc1cccc(N(CC(=O)N=Nc2c(O)[nH]c3ccccc23)S(C)(=O)=O)c1C | -7 | -2 | 5 | 1 | -0.5 | -9 | 8 | -6 | -25
44 | Cn1c(=O)c2c(ncn2CC(=O)OCC(=O)c2ccc(Br)cc2)n(C)c1=O | -4 | -5 | -1 | 0 | -0.6 | 1 | 4 | 5 | -19
45 | CC(C)Oc1ccc(C(CC(=O)N(C)CCC#N)c2ccc(F)cc2)cc1 (stereo not drawn) | -4 | -3 | -1 | -1 | 0.4 | -3 | 1 | 5 | 11
46 | C[C@@H]1CN([C@H](C)CO)C(=O)CCCn2nncc2CO[C@H]1CN(C)C(=O)Nc1cccc2ccccc12 | -1 | 1 | 2 | 1 | -0.9 | 2 | 1 | 3 | -2
47 | Cc1cc(C)n(-c2ccc(C(=O)Nc3nnc(C4CC4)s3)cc2)n1 | 7 | -3 | 3 | 4 | 1.6 | -10 | 0 | 6 | -94
48 | CC(NC(=O)C1CCN(S(=O)(=O)c2cccc3nonc23)CC1)c1ccccc1 (stereo not drawn) | -8 | 16 | -13 | 0 | -1.0 | -2 | 1 | 13 | 0
49 | O=[N+]([O-])/C(C(Cl)=C(Cl)Cl)=C1\Nc2ccccc2O1 | 0 | -6 | 5 | 1 | 0.0 | -11 | 0 | 2 | -1
50 | O=C(c1cccc(S(=O)(=O)N2CCCC2)c1)c1cccc(S(=O)(=O)N2CCCC2)c1 | -6 | -2 | 2 | 3 | 0.5 | 5 | 4 | 5 | 3
51 | NC(=O)C1CN(S(=O)(=O)c2ccc(Cl)cc2F)c2ccccc2O1 (stereo not drawn) | -18 | 3 | -2 | -4 | -1.5 | 7 | 3 | 5 | -3
52 | O=C(c1ccccc1)c1cc2c(cc1[N+](=O)[O-])OCCO2 | 1 | -2 | -1 | -15 | -0.8 | -7 | 0 | -2 | 10
53 | CCCNC(=O)Cn1nc(C(F)(F)F)c2c1CCC2 | 3 | 6 | 5 | -4 | 0.9 | 6 | 2 | 10 | -18
54 | O=C(/C=C/c1ccc(OCCCF)cc1)N1CCN(Cc2ccccc2)CC1 | 10 | -1 | 9 | -3 | -0.3 | 5 | 4 | 1 | -3
55 | Cc1cccc(CNc2ncnc3ccc(-c4ccoc4)cc23)c1 | -6 | 1 | -5 | -3 | -3.3 | 4 | 9 | 5 | -3
56 | O=C(c1ccc(Cl)cc1)N(Cc1ccc(Br)cc1)N1C(=O)CCC1=O | -13 | -14 | 8 | -14 | -2.9 | -10 | 8 | 5 | -9
57 | CCOC(=O)C1=C[C@@H](c2ccccc2)N(S(=O)(=O)c2ccc(C)cc2)[C@H]1c1ccc(OC)cc1 | -5 | -5 | 1 | 1 | x | -9 | 0 | 8 | x
58 | CC(=O)O[C@@H]1C[C@@]2(C)[C@@H](CC[C@H]2[C@@H](C)/C=C\CC(C)C)C2=C[C@@H](O)[C@@]3(O)C[C@@H](O)[C@H](O)C[C@]3(CO)[C@]21O | 19 | -6 | 2 | 6 | x | -9 | 3 | -2 | x
59 | O=C(c1ccccc1Cl)c1c(O)c2ccccc2oc1=O | 5 | -3 | 15 | -1 | -0.9 | -3 | -1 | 2 | 9
60 | C/C(=C/C(=O)N1CCc2ccccc21)C(=O)O | 4 | -4 | -3 | -2 | 0.9 | -2 | 0 | 7 | 20
61 | O=C(CN1C(=O)C(c2ccccc2)Oc2cccnc21)NCc1ccccc1F (stereo not drawn) | 6 | -7 | 18 | 1 | -2.7 | 0 | 2 | 4 | 3

Entries above that have a CF3 group:
nr | molecule | M4 antag | M5 PAM | M5 antag | CHRM5 agonist | CRFBP-R2 agonist | CHRM4 PAM | CHRM4 agonist | CHRM1 PAM | CRFBP-R2 block
14 | O=C(NCc1ccccc1C(F)(F)F)C1CC(c2ccccc2C(F)(F)F)=NO1 (stereo not drawn) | -10 | 5 | 1 | -3 | 3.3 | 13 | 1 | 9 | -14
53 | CCCNC(=O)Cn1nc(C(F)(F)F)c2c1CCC2 | 3 | 6 | 5 | -4 | 0.9 | 6 | 2 | 10 | -18
